Screening results as filed in PubChem BioAssay.
Insulin prom inh = TRM-6 insulin promoter activity inhibition | inhibition, % at 2 µM | TRM-6 cells (human fetal islet line), insulin promoter-eGFP reporter, imaging; reporter expression induced with tamoxifen | hit rate 0.9% among 130,000;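 active means inhibition above the mean plus 3 SD, with well images judged a real hit on visual review, cut at about 60% in these data, passing the limit was not always enough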
sdo1 growth = sdo1-depleted yeast growth rescue | z-score at 10 µM | hit rate 0.21% among 140,000 | S. cerevisiae sdo1-depleted JHY4D growth rescue, OD600 30 h; active compounds read high; pdr5 snq2 efflux-pump mutant strain;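 active means z-score above 3 at both the 24 hr and the 30 hr optical density reads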;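 further: z-score against mean and SD of all compound wells on the same plate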
sdo1 growth Rescue 24 h = second read-out of sdo1 growth, no call of its own (marks repeat the call); z-score; S. cerevisiae sdo1-depleted JHY4D growth rescue, OD600; measured here: growth rescue at 24 h;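 0 is the plate mean of compound wells and units are plate SD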
The depositor's hits bear a star; . = no result given; & = joins results of further samples. An excerpt (hit frequency here may not be typical).

Insulin prom inh | sdo1 growth | sdo1 growth Rescue 24 h | SMILES
-18.4 | -0.34 | 1.5 | O=C(c1nc2ccccc2s1)N1CCN(c2ccccn2)CC1
26.1 | -0.13 | -0.18 | CCn1c(=N)n(CC(=O)C(C)(C)C)c2ccccc21
39.3 | -1.12 | 1.35 | Cc1ccc2cc(C(c3nnnn3Cc3ccccc3)N3CCc4ccccc43)c(=O)[nH]c2c1C (stereo not given)
-21.6 | 0.26 | -0.67 | N#CCCn1cc(/C=N/O)c(-c2ccc(Cl)cc2)n1
35.0 | 0.44 | 0.74 | COC(=O)c1oc2c(c1C)C1(CCC2)SCCS1
. | 1.15 | 0.86 | CCC(=O)NCCn1ccc2ccccc21
16.7 | 0.71 | 0.69 | COc1cc(/C=N/NC(=O)CCc2c(C)n[nH]c2C)ccc1O
58.3 | 1.04 | 0.48 | CCCC(=O)Nc1ccc(C(=O)N/N=C2\CC(=O)CC(C)(C)C2)cc1
10.3 | 0.27 | 0.39 | O=C(c1cc([N+](=O)[O-])ccc1Cl)N1CCN(c2ccccc2)CC1
20.0 | 0.63 | -1.11 | CCn1c(Cc2c(C)[nH]c3ccccc23)n[nH]c1=S
41.9 | 1.18 | 1.6 | O=c1c2ccccc2nc(-c2ccc(Cl)c(Cl)c2)n1O
13.3 | 0.7 | -0.63 | O=C(Nc1ccc([N+](=O)[O-])c(NC(=O)C2CCCO2)c1)C1CCCO1 (stereo not given)
15.4 | 0.33 | -0.71 | CCOc1nc(Oc2cccc(C(=O)O)c2)nc(Oc2cccc(C(=O)O)c2)n1
18.2 | -0.04 | -0.23 | O=C1N/C(=C\c2ccccc2)c2ccccc21
. | 3.2 | 0.46 | COc1ccc(C(=O)N2CCC(C(=O)NCc3ccccn3)CC2)cc1
39.8 | -0.1 | -0.44 | Cc1occc1C(=O)Nc1ccc(S(=O)(=O)N2CCCC2)cc1
27.3 | 0.84 | 0.98 | CC(CN1c2ccccc2Sc2ccccc21)N(C)C (stereo not given)
. | 0.02 | 0.04 | COCC(C)n1c(SCC(=O)NC(=O)Nc2ccc3c(c2)OCCO3)nc2ccccc2c1=O (stereo not given)
-40.0 | 0.46 | -0.92 | Cc1c(NC(=O)CSc2n[nH]c(-c3ccccc3)n2)c(=O)n(-c2ccccc2)n1C
. | 0.99 | 0.85 | CCC(=O)N(Cc1cc2cc(OC)ccc2[nH]c1=O)c1cc(C)ccc1C
-1.4 | -0.23 | 1.14 | C/C(=N/NC(=O)CSCc1ccc(Cl)cc1)c1cccc(NC(=O)c2ccccc2)c1
16.0 | -0.07 | 0.59 | CC(=O)c1cc(-c2ccc(F)cc2)n(CCC(=O)Nc2cc(C)[nH]n2)c1C
-43.2 | -0.98 | -0.64 | O=C(CSc1ncc(C(F)(F)F)cc1Cl)N1CCN(S(=O)(=O)c2ccc(Cl)cc2)CC1
9.1 | . | . | CCOc1cc(Br)c(C=O)cc1OCC
-150.0 | 0.02 | 0.28 | O=C(O)CCCN=C1NC2(CCCC2)Cc2ccccc21
-40.0 | -0.46 | -0.72 | CCn1c2ccccc2c2cc(NC(=O)C/C(C)=N/NC(=O)c3ccccc3N)ccc21
2.7 | . | . | O=C(CN1C(=O)NC2(CCCCCC2)C1=O)Nc1ccc2c(c1)CCC2
. | -0.99 | -0.87 | COc1ccc(C2=NN(C(=O)CSc3ncccn3)C(c3ccc(C)cc3)C2)cc1 (stereo not given)
-65.8 | 1.2 | 0.83 | CCOc1ncccc1C(=O)N(CC)CC(=O)Nc1ccc(NC(C)=O)cc1
-9.1 | . | . | O=C1CCC(C(=O)Nc2cccc(Oc3ccccc3)c2)=NN1
. | -0.07 | -0.04 | COc1ccc(CNC(=O)C2=C(C)C(=O)OC23CCC(C)CC3)cc1 (stereo not given)
. | 0.44 | 0.28 | Cc1cc(C)c2c(n1)nn1c(NCCCN(C)C)cc(C)nc21
3.5 | 0.65 | -0.42 | CCn1c(SCC(=O)Nc2nccs2)nnc1-c1ccc(C)cc1
47.8 | -0.68 | -0.89 | C/C(=N\NC(=O)c1ccccc1O)C1C(=O)c2ccccc2C1=O
-107.1 | -1.83 | -0.75 | Cc1cc(N2CCC(C)CC2)nc(NCc2ccccc2)n1
18.2 | . | . | CC1CCCN(C(=O)COc2ccc(NC(=O)c3cccs3)cc2)C1 (stereo not given)
. | -1.96 | -1.17 | CC(NC(=O)c1ccccc1NC(=O)c1ccco1)c1ccccc1 (stereo not given)
. | 0.51&0.31 | -0.28&0.11 | OC1(c2cccnc2)CCN(Cc2nnnn2C2CCCCC2)CC1
. | 1.2 | 1.95 | CCCS(=O)(=O)N1CCCC(C(=O)NCCc2ccc(Cl)cc2)C1 (stereo not given)
36.4 | 0.09 | -0.53 | O=C1c2ccccc2C(=O)N1CCCc1nc(-c2ccccn2)no1

In the list so far, these contain an aryl thioether with sulfur outside any ring.
Insulin prom inh | sdo1 growth | sdo1 growth Rescue 24 h | SMILES
. | 0.02 | 0.04 | COCC(C)n1c(SCC(=O)NC(=O)Nc2ccc3c(c2)OCCO3)nc2ccccc2c1=O (stereo not given)
-40.0 | 0.46 | -0.92 | Cc1c(NC(=O)CSc2n[nH]c(-c3ccccc3)n2)c(=O)n(-c2ccccc2)n1C
-43.2 | -0.98 | -0.64 | O=C(CSc1ncc(C(F)(F)F)cc1Cl)N1CCN(S(=O)(=O)c2ccc(Cl)cc2)CC1
. | -0.99 | -0.87 | COc1ccc(C2=NN(C(=O)CSc3ncccn3)C(c3ccc(C)cc3)C2)cc1 (stereo not given)
3.5 | 0.65 | -0.42 | CCn1c(SCC(=O)Nc2nccs2)nnc1-c1ccc(C)cc1

Additional records follow:
Insulin prom inh | sdo1 growth | sdo1 growth Rescue 24 h | SMILES
-5.9 | 0.39 | -0.27 | CCC(C(=O)Nc1c[nH]c(=O)[nH]c1=O)c1ccccc1 (stereo not given)
-3.7 | -0.09 | -0.96 | COc1cc(NS(=O)(=O)c2ccc(N=Cc3c(C)[nH]n(-c4ccccc4)c3=O)cc2)nc(OC)n1
-9.7 | 1.06 | 1.32 | Cc1cccc(NC(=O)CSc2nnc(-c3ccc(S(=O)(=O)N4CCOCC4)cc3)n2C)c1
5.6 | 0.1 | -0.5 | O=C(CCCc1ccccc1)NCCCN1CCOCC1
-63.0 | . | . | CN(C)C(=O)c1ccc(-n2cccn2)nc1
-11.5 | -0.53 | -0.63 | O=C(COC(=O)c1ccccc1[N+](=O)[O-])c1ccc(C2CCCCC2)cc1
23.3 | 0.5 | 0.93 | CCOc1ccc(CC(=O)Nc2sc(Cc3ccccc3)c(C)c2C(N)=O)cc1OCC
-350.0 | 0.36 | 0.72 | O=C(N/C=N/OCc1cccc(C(F)(F)F)c1)N1OC[C@@H]2COc3ccc4ccccc4c3[C@@H]21
27.3 | . | . | O=c1cc2ncc(-n3cc([N+](=O)[O-])cn3)cn2[nH]1
-66.7 | 1.42 | 1.23 | CN(C)S(=O)(=O)c1cc(C(=O)NCC2CCCO2)c(Cl)cc1Cl (stereo not given)
-54.2 | -2.2 | -1.5 | Cc1cc(Nc2ccccc2)c2c([N+](=O)[O-])cc(C)c(C)c2n1
9.1 | -0.29 | 0.31 | CCN(CC)C(=O)c1sc(NC(=O)c2cc(-c3ccc(C)s3)nc3ccccc23)c(C(=O)OC)c1C
. | -0.87 | 0.09 | O=C(CCS(=O)(=O)c1ccc(Br)cc1)N1CCN(Cc2ccccc2)CC1
28.6 | -0.27 | -0.75 | CCOn1c(=O)c(-c2cccs2)[n+]([O-])c2ccccc21
34.5 | 1.02 | 1.15 | COc1ccc(OC)c(CN(CCCN2CCOCC2)S(=O)(=O)c2ccc(NC(C)=O)cc2)c1
. | 0.42 | -0.36 | CN(C)S(=O)(=O)N1CCN(C(=O)N2CCOCC2)CC1
31.8 | 1.28 | 0.39 | CCn1cc(C(=O)O)c(=O)c2cc(F)c(N3CCNCC3)cc21
48.4 | -1.39 | -0.68 | COc1ccc(NC(=O)Nc2nc3c(s2)CCCC3)cc1
-13.0 | -0.3 | -0.8 | Nc1cccc2c1C(=O)N(C(=O)c1ccc(Cl)c(S(=O)(=O)N3CCCCCC3)c1)C2=O
28.6 | . | . | Cc1ccc(NCc2ccc(O)c3ncccc23)cc1
. | 0.97 | 1.04 | CN(C)CCN1CC(C(=O)O)CC1=O (stereo not given)
. | -1.44 | -1.26 | O=C(Nc1nc2cc(Cl)ccc2s1)C1CCCN(S(=O)(=O)c2cccc3cccnc23)C1 (stereo not given)
0.0 | -0.01 | -0.5 | CC(C)C(=O)Nc1ccc(C(=O)c2ccccc2)cc1
-52.8 | 1.49 | 1.67 | Cc1c(NC(=O)c2cc3nc(-c4ccc(Br)cc4)cc(C(F)(F)F)n3n2)c(=O)n(-c2ccccc2)n1C
. | -0.08 | -0.86 | CCc1cc(=O)oc2cc(C)c(CN3CCCC3)c(O)c12
-76.5 | 0.29 | 0.06 | O=C(c1ccccc1)N(Cc1cccs1)C1CCS(=O)(=O)C1 (stereo not given)
63.0 | . | . | C/C=C/Cn1cccc(C(=O)Nc2ccc(OC)cc2)c1=O
4.5 | -0.34 | -0.41 | O=C(NC1CCc2ccccc21)C12CN(Cc3ccccc3)CC1C(c1cccc([N+](=O)[O-])c1)=NO2 (stereo not given)
-40.0 | . | . | COc1cccc(-c2ccc(SCC(=O)NCCc3ccccc3)nn2)c1
. | -1.23 | -0.29 | CC(C)(C)c1cc(CN2CCCC(O)C2)c(O)c(C(C)(C)C)c1 (stereo not given)
. | -0.45 | -1.29 | CCN1CNC(=S)N(CCc2ccccc2)C1
0.0 | -0.51 | 0.37 | CCOC(=O)c1sc(-c2ccc(OC)cc2)cc1NC(C)=O
-115.4 | . | . | O=C(NCCCn1ccnc1)/C(=C/c1ccco1)NC(=O)c1cccs1
40.0 | 0.42 | 0.09 | CC(C)Cn1ccc(=O)n(CC(C)C)c1=O
-33.3 | . | . | CCOc1ccc2[nH]c(=O)c(CN(CCCN3CCOCC3)Cc3nnnn3Cc3ccc(OC)cc3)cc2c1
. | -0.34 | -0.19 | Cc1noc(C)c1COC(=O)c1cccc(S(=O)(=O)N2CCCCCC2)c1
-100.0 | . | . | O=C(COC(=O)c1cc[n+]([O-])cc1)Nc1ccccc1Sc1ccccc1
-7.4 | 1.21 | 2.03 | O=C(NCCCO)Nc1ccc2nc(-c3ccco3)c(-c3ccco3)nc2c1
-50.0 | 0.44 | -0.1 | COCCNc1nc(SCC(=O)N2CCN(c3ccccc3)CC2)nc2ccccc12
0.0 | -0.29 | -0.61 | Cc1ccc(C2C3=C(CCCC3=O)N=C3c4ccccc4C(=O)C32)cc1 (stereo not given)

An excerpt of these results, with values under each structure:
Each structure is followed by: Insulin prom inh, sdo1 growth, sdo1 growth Rescue 24 h
- O=C(NCCCn1ccnc1)/C(=C/c1ccco1)NC(=O)c1cccs1
→ -115.4, ., .
- CC(C)Cn1ccc(=O)n(CC(C)C)c1=O
→ 40.0, 0.42, 0.09
- CCOc1ccc2[nH]c(=O)c(CN(CCCN3CCOCC3)Cc3nnnn3Cc3ccc(OC)cc3)cc2c1
→ -33.3, ., .
- Cc1noc(C)c1COC(=O)c1cccc(S(=O)(=O)N2CCCCCC2)c1
→ ., -0.34, -0.19
- O=C(COC(=O)c1cc[n+]([O-])cc1)Nc1ccccc1Sc1ccccc1
→ -100.0, ., .

The listing continues:
Insulin prom inh | sdo1 growth | sdo1 growth Rescue 24 h | SMILES
0.0 | -0.46 | -0.06 | CCOC(=O)/C(C#N)=C\c1cc(C)n(-c2ccccc2)c1C
-7.7 | 1.31 | 0.8 | COc1ccc(CC(=O)NNC(=S)Nc2ccccc2)cc1Br
-78.6 | -0.13 | -0.38 | COc1nc2c(s1)C(=O)NCCC2
6.7 | . | . | CCNc1nc(NCC)nc(NC(N)=S)n1
6.7 | 0.69 | 0.22 | CC(=O)NC(CCS(C)(=O)=O)C(=O)Nc1ccc2c(c1)OCCO2 (stereo not given)
37.8 | 0.95 | -0.14 | Cc1ccccc1N=C/C=C1\N(C)c2ccccc2C1(C)C
68.8 | 1.52 | 1.24 | O=C(O)CCc1ccc(-c2ccc(Cl)cc2)n1Cc1ccco1
-18.2 | -0.57 | -0.48 | C=CCNC(=O)c1c2c(nc3ccccc13)-c1ccccc1CC2
. | -1.31 | -1.07 | Cc1ccc(N2C(=O)N(CC(=O)c3cc(C)ccc3C)C(=O)C2C)cc1 (stereo not given)
0.0 | -0.71 | -0.96 | Cc1cc(C(=O)N[C@@H](c2ccccc2)[C@]2(C)C[C@H]2[C@@H](C)C(=O)Nc2ccc3ccccc3c2)no1
51.4 | 0.01 | -0.06 | Cc1ccc(C(=O)Nc2cccc(C(=O)N3CCN(C)CC3)c2)cc1
12.9 | 1.09 | 0.77 | O=[N+]([O-])c1ccc2nc(-c3ccccc3)cc(-c3ccccc3)c2c1
-50.0 | 0.22 | -0.23 | CN1C(=O)N(C)C2(c3ccccc3)N(C(C)(C)C)C(=O)NC12c1ccccc1 (stereo not given)
18.2 | 0.36 | -0.15 | CCOC(=O)CNC(=O)c1ccccc1Br
-63.3 | 0.34 | -0.17 | Cc1ccc2c(c1)C1NC(=S)NC(C)(O2)C1C(=O)Nc1ccc(Cl)cc1 (stereo not given)
. | -0.74 | -0.65 | O=C(N1CCN(c2ccc(F)cc2)CC1)C1(c2cccs2)CCOCC1
14.3 | 0.4 | 0.28 | CC1C(=O)C(C)C(c2cccs2)NC1c1cccs1 (stereo not given)
-41.7 | 0.32 | 0.03 | CCOC(=O)CNC(=O)c1sc(NC(=O)c2ccccc2F)nc1C
. | 0.38 | 0.66 | Cc1cc(-c2nnc(SCC(=O)N3C(C)CCCC3C)o2)no1 (stereo not given)
-8.7 | 0.64 | 0.12 | O=c1oc(-c2ccco2)nc2ccccc12
-100.0 | -0.18 | -0.61 | CCOC(=O)c1cccc(NC(=O)CCn2cccc2)c1
